Compound activity (PubChem BioAssay)
mcGAS inh: cyclic GMP-AMP synthase inhibitors, mouse, primary biochemical chemiluminescence; Q8C6L5; recombinant cGAS, Kinase-Glo ATP depletion luminescence; inhibition, % at 12.5 µM; hit rate 0.15% among 160,000; AID 1259399, 2018;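 note: 0% = negative control wells and 100% = reference inhibitor with no enzyme activity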
hcGAS lum: Primary biochemical luminescence assay for human cyclic GMP-AMP synthase inhibitors. inhibition, % at 12.5 µM. hit rate 0.081% among 290,000. recombinant h-cGAS, ATP depletion, Kinase-Glo luminescence;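 note: 0% = vehicle reaction and 100% = reaction without DNA for no activity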
Target sequence (Q8N884 whole entry, looked up): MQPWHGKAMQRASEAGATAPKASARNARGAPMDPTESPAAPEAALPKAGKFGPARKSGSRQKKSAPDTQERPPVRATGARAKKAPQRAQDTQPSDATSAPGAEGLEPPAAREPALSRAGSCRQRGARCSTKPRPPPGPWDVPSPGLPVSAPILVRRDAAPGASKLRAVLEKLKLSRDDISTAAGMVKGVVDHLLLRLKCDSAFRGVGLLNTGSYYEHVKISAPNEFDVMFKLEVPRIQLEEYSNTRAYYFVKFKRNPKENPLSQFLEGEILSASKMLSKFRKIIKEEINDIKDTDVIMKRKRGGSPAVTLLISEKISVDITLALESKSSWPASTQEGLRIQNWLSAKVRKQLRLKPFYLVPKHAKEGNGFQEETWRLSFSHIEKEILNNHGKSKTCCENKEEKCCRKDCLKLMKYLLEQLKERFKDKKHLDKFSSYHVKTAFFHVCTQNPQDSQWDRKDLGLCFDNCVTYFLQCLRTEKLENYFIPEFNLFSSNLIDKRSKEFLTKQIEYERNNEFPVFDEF
NPYLR7 agonist: agonists of mosquito NPYLR7 receptor, primary screen, cell-based, Aedes aegypti, calcium fluorescence, mosquito biting behavior; Aedes aegypti neuropeptide Y-like receptor 7 (NPYLR7); HEK293T NPYLR7/Galpha15, GCaMP6s calcium fluorescence; activation, % at 10 µM; hit rate 0.15% among 270,000; AID 1259423, 2018; in the data active = activation above about 40%;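 note: 0% = vehicle and 100% = reference agonist at the receptor; some compounds past the cut are filed as inactive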
* marks the source's active call; other numbers are inactive results; · = not tested or not shown; & = joins results of further samples. Cut-off read from the data, not from the text of the source, unless noted: active = inhibition above about 40%; inactive = the rest.

SMILES	mcGAS inh	hcGAS lum	NPYLR7 agonist
O=C1CC(NC(=O)N2CCn3cccc3C2c2ccccc2F)CN1c1ccc2c(c1)OCCO2 (stereo unspecified)	·	-5	7
N#CC(C(N)=S)=C1CCCC1	·	3	0
O=C(c1cn(CC2CCCO2)cc2c(=O)n(-c3ccccc3)nc1-2)N1CCN(Cc2ccccn2)CC1 (stereo unspecified)	-10	-4	-4
Cc1ccc(NC(=O)N2CCC3(CC2)SCCN3C(=O)c2cccc(C)c2)cc1	2	4	0
CN(C)S(=O)(=O)N1CCC2(CC1)NC(=O)N(Cc1ccccc1)C2=O	-10	-6	6
CC(=O)Oc1ccc(O)c2c1C(=O)C=CC2=O	·	26	7
O=C(NC1CCOc2ccccc21)c1cccc(S(=O)(=O)NCC2CCCO2)c1 (stereo unspecified)	·	-1	8
C=CCOCC(O)CN(Cc1ccccc1)CC1CC(c2ccccc2)=NO1 (stereo unspecified)	-4	-2	-3
Cc1ccc(-c2nc(N3CCN(CCN(C)C)CC3)ncc2-c2ccoc2)cc1	·	-2	-2
Cc1nn(-c2ccccc2)c(Oc2ccc(F)cc2F)c1CN(CC(O)Cc1ccccc1)C(C)C (stereo unspecified)	0	3	-9
Cc1ccc(C)c2sc(NC(=O)CN(C)S(C)(=O)=O)nc12	1	0	-3
Cc1ccc(C(=O)NC2(C#N)CCSC2)cc1Br (stereo unspecified)	·	-2	-4
CCN(CC)C(=O)c1csc(COc2cc(Cl)ccc2Cl)n1	-5	-3	-2
CC(Oc1ccccc1)C(=O)N1CCN(Cc2ccc3c(c2)OCO3)CC1 (stereo unspecified)	·	-13	25
O=c1c2c(cnn2-c2ccc(F)cc2)c(C2CC2)nn1Cc1cccc(F)c1	·	1	-1
CS(=O)c1nncn1-c1ncnc2c1oc1ccccc12 (stereo unspecified)	·	-8	2
Cc1nn2c(=O)cc(CSc3nc(Cc4ccccc4)c(C)[nH]3)nc2s1	·	-2	-1
CCc1ncc(CN(C)S(=O)(=O)c2ccc(F)c(F)c2)s1	-16	-8	-6
CN1CCN2CCN(C(=O)c3ccc(-c4ccccc4)[nH]3)CC2C1=O (stereo unspecified)	·	1	-3
CN(CC1CCN(CCc2ccc(Cl)cc2)CC1)C(=O)c1cccc(F)c1F	-10	-10	14
Cc1ccccc1Oc1ncccc1CNCc1ccc(OC(F)F)cc1	·	-6	6
Cc1ccc(CN(C)C(=O)COc2ccc(O)cc2)o1	·	-8	7
CN1C(=O)C2C=CC=CC2NC1=S (stereo unspecified)	-9	-6	24
COC(=O)Cn1c(=O)c2c(nc3n2CCN3c2ccc(C)cc2C)n(C)c1=O	·	-6	11
CN1CC(=O)NC1=NC(=O)Nc1cccc(Cl)c1	-4	-6	4
COc1ccc(NC(=O)CN2C(=O)c3ccccc3C2=O)cc1O	-5	-6	-2
CCOC(=O)NC1CCCN(C(C)C(=O)OCC)C1 (stereo unspecified)	·	-10	7
Cc1cccc2nc(C(=O)NCCSc3nnnn3C)c(F)n12	-14	-7	1
O=C1C(=O)N(C2CCCC2)C(=O)N1Cc1cc(=O)n2ccsc2n1	·	-7	2
O=C(NC1CC(=O)N(CCc2ccc(F)cc2)C1)c1ccsc1 (stereo unspecified)	·	-5	9
Cc1ccc(-c2ccnc(NCc3noc(CC(C)C)n3)n2)c(C)n1	-11	-8	-3
C=C(C)CN(CC)C(=O)CN(C)Cc1ccc(Cl)cc1	·	-3	5
CC(CC(F)(F)F)C(=O)N1CCC(n2cnc3cc(C(F)(F)F)ccc32)CC1 (stereo unspecified)	-3	-3	33
Cc1cc(C)c(S(=O)(=O)N2CCN(C(=O)c3ccc(-n4cncn4)cc3)CC2)c(C)c1	-7	-3	4
CCOC(=O)C1CCN(/C=C2/C(=O)NC(=S)N(c3cc(Cl)cc(Cl)c3)C2=O)CC1	·	2	-2
Cc1cccc(-n2c(SCC(=O)NC(C)C3CC3)nc3ccccc3c2=O)n1 (stereo unspecified)	·	-4	1
CCS(=O)(=O)c1ccc(C(=O)N(Cc2ccccn2)c2nc3cc(OC)ccc3s2)cc1	-5	-4	-4
CC(=O)c1ccc(NC(=O)N(C)c2c(C)nc3ccc(C(=O)N4CCCC(C(N)=O)C4)cn23)cc1 (stereo unspecified)	-2	-6	16
CC(c1cccc(-c2nccn2Cc2ccoc2)c1)N(C)C (stereo unspecified)	·	-3	23
Cc1cccc(C2c3[nH]c4ccccc4c3CCN2C(=O)CCc2c(C)noc2C)c1 (stereo unspecified)	-9&-3	-4&-2	4&3
COCCC1(C(=O)N2CCC(OC(C)(C)C)CC2)CCCC1	·	-8	4
COc1ccc(CCOC(=O)[C@@H]2CCCN2C(=O)CCCCCC(C)=O)cc1OC	-5	-3	-5
CCOC(=O)CCC(=O)N1CCC(Cc2ccc(-n3cccc3)cc2)CC1	-6	-4	-1
CC(C)N(C)S(=O)(=O)NCC(=O)N1CCCC1	·	-7	4
O=C(NCCn1nc(-c2cccs2)ccc1=O)c1ccc(C(F)(F)F)cc1	-8	3	-1
O=C(c1cn[nH]c1-n1cnnn1)N1CC[C@H]2CC[C@@H](C1)N2	·	-8	16
COC1=C(c2ccc(F)cc2)C(=O)N(Cc2ccccc2)C1	-4	3	3
COC(=O)c1ccc(Oc2c(C)oc3c4c(ccc3c2=O)OCN(Cc2ccncc2)C4)cc1	-9	-11	3
COc1ccc(CC(=O)N(Cc2nc3cc(C)ccc3o2)Cc2cc(F)ccc2F)cc1OC	-4	-1	-3
CC1CN(Cn2nc(-c3ccncc3)n(-c3ccccc3)c2=S)CCO1 (stereo unspecified)	·	-12	13
N#Cc1cccc(C(=O)N2CCOC(c3ccccc3)C2)c1 (stereo unspecified)	-5	-5	3
COc1ccc(C(=O)N2CCN(Cc3ccnn3-c3ccccc3)CC2)cc1	-11	-7	4
CCOC(=O)C(CC)n1cnc2c(nnn2-c2ccc(F)cc2)c1=O (stereo unspecified)	·	-2	8
Cn1nc(C(=O)N2CCCC2)c2c1CCC(NCc1cccc(C(F)(F)F)c1)C2 (stereo unspecified)	·	-6	0
O=C(NCc1cccnc1)c1nn2c(C(F)(F)F)cc(-c3ccccc3)nc2c1Br	-5	-5	8
OC(COc1ccccc1)COc1ccccc1	-2&0	-1&6	-2&1
Cc1ncsc1CN1CCC2(CC1)CC(CC(=O)N1CCOCC1)CCO2 (stereo unspecified)	-7	-16	·
O=C(c1c(F)cc(F)cc1F)N1CCC(n2c(-c3ccccc3)nc3ccc(F)cc32)CC1	-6	-5	19
CC(C)CN(CCC#N)C(=S)NCCN1CCOCC1	·	-5	4
O=S(=O)(c1cccc(F)c1)N(Cc1cccs1)C1CC1	·	-9	1

Later entries:
SMILES	mcGAS inh	hcGAS lum	NPYLR7 agonist
CCCC(=O)Nc1scc2c(C(=O)OCC)nn(-c3ccccc3)c(=O)c12	-5	0	-1
Cc1c(Br)c2ccccc2n1CC(=O)Nc1nccn1CC(C)C	·	-9	12
O=C1OC(Cc2ccccn2)C(=O)C1=C1SCCS1 (stereo unspecified)	·	8	2
CCCCCCCCC(=O)N(CCOC)C(C)c1nc2cc(Cl)ccc2c(=O)n1-c1ccc(C)cc1 (stereo unspecified)	-4	-2	·
Cc1cnccc1NC(=O)Cc1c(C)noc1Cl	·	-7&-3	14&-8
CCOC(=O)CCc1c(C)nc2ncnn2c1N1CCN(S(=O)(=O)c2ccc(C(F)(F)F)cc2Cl)CC1	-8	-5	13
COc1ccccc1-n1ccnc(SCc2cccc(C)c2)c1=O	-8	-9	0
Fc1ccc(-c2csc(=S)[nH]2)cc1	·	-1	10
CCOC(OCC)c1cc(-c2ccncc2)n[nH]1	·	-4	4
CC(OC(=O)C1CCCCN1C)C(=O)N1CCCCCC1 (stereo unspecified)	·	-6	4
CCCNC(=O)CSc1c(CC)cnc2c1c(=O)n(C)c(=O)n2C	-11	-12	15
O=C(NCC1CCCO1)c1nn(-c2ccc(Cl)cc2)c(=O)n(Cc2ccc(C(F)(F)F)cc2)c1=O (stereo unspecified)	-7	-8	12
COc1ccc(CNC(=O)C(NC(=O)Nc2ccccc2)C(C)C)cn1 (stereo unspecified)	·	-3	-2
O=C(O)c1cccn(Cc2ccc(C(F)(F)F)cc2)c1=O	·	-8	-1
COc1cc2c(cc1OC)C1CN(C(=O)COc3c(F)c(F)c(F)c(F)c3F)CC(=O)N1CC2 (stereo unspecified)	0	2	-10
O=C(Cc1nc(-c2ccncc2)n[nH]1)NC1CCCCC1	-1	-1	3
O=C(C1CC1)N1CCN(Cn2c(=O)oc3cc(Cl)ccc32)CC1	·	-9	4
O=C(Nc1cc(C(F)(F)F)ccc1-n1cccn1)c1ccccc1I	·	-8	4
CCN1C(=O)C(=Cc2ccccc2OCc2ccccc2)SC1=S	-10	-7	10
Cn1c(N)c(C(=S)NC(=O)c2cccs2)c(=O)n(C)c1=O	·	-3	0
O=C1N(Cc2ccccc2)C(=O)C2(CCN(Cc3c[nH]c4ccccc34)CC2)N1CCc1ccccc1	-15	-4	10
CC(CS(C)(=O)=O)N(C)C(=O)NCCCc1ccc(Cl)cc1 (stereo unspecified)	-12	-6	0
CCn1ncc(C(=O)N(Cc2ccsc2)C2CC2)c1C	-12	-5	-1
COc1ccc(N2CC(C(=O)NCCc3ccccn3)CC2=O)cc1OC (stereo unspecified)	-7	-7	7
O=C(Oc1ccc(/C=N\Nc2nc(N3CCCC3)nc(N3CCOCC3)n2)cc1)c1ccco1	2	1	-11
Cc1cccc(-c2cnc(C)nc2C2CCCN(C(=O)/C=C/c3cc(F)ccc3F)C2)c1 (stereo unspecified)	-25	-6	7
Cc1ccc(Cn2c(CN3CC(C)CC(C)C3)nc3c2c(=O)n(C)c(=O)n3C)cc1 (stereo unspecified)	·	-4	6
Cc1cc(N2C(=O)CCS2(=O)=O)ccc1S(=O)(=O)N(C)CCc1ccncc1	·	-9	3
CN1CCN(C(CNC(=O)c2ccco2)c2ccc3c(c2)CCN3C)CC1 (stereo unspecified)	·	-6	6
CC(=O)c1ccc(C(=O)Nc2nc(-c3ccc(C)cc3)cs2)cc1	-4	-3	-10
Cn1c(=O)oc2cc(S(=O)(=O)NC3CCCCC3)ccc21	-4	-3	4
CC(C)(C)NC(=O)CC12CC3CC(CC(C3)C1)C2	·	-3	-18
COCCN(Cc1c(-c2ccccc2)noc1N1CCCCC1C)C(=O)c1cccc(OC)c1 (stereo unspecified)	-7	-5	7
CCOC(=O)CNC(=O)NCc1nnc(SCc2ccccc2C)n1-c1cc(Cl)ccc1Cl	-1	1	-3
COC(=O)C(C)Sc1nnc(-c2cnn(-c3ccccc3)c2-n2cccc2)o1 (stereo unspecified)	·	10	-1
COc1ccc(-n2ccnc2-c2ccc(C#CC(C)(C)O)cc2)cn1	·	-8	57*
CCc1ccc(S(=O)(=O)N2CCN(c3ncnc4c3nnn4C)CC2)s1	·	-1	-1
CNC(=O)Cn1nc(-c2ccc(OC)c(OC)c2)c2sc(C)nc2c1=O	0	14	0
CCCCCOc1ccc(C(=O)N(C)C2CCS(=O)(=O)CC2)cc1	-17	-8	0
COCCn1cc(C(=O)N2CCNCC2)c2nn(-c3ccccc3)c(=O)c-2c1	·	-8	-4
Cc1ccc(Cn2c3c(c(C)c2C(=O)NN2CCOCC2)CCCC3)cc1	-5	-4	-2
CN(C)c1ccc(C(O)c2nccn2C)cc1 (stereo unspecified)	·	-15	-3
O=C(COC(=O)C1CCN(C(=O)Nc2ccccc2)CC1)Nc1cccc(Br)c1	·	-5	-3
Cc1c(-c2ccc(Cl)cc2)c(=O)oc2c3c(ccc12)OCN(CCN1CCOCC1)C3	-6	-1	3
CC(C)(C)c1ccc(C(=O)N2CCSC2c2ccccc2OCc2ccccc2)cc1 (stereo unspecified)	-5	-7	3
CCn1cc(-c2c(-c3ccccc3)ncn2CC(O)Cc2ccccc2)c(C)n1 (stereo unspecified)	·	-6	-1
O=C(Nc1cccc(-c2cc3ccccc3[nH]2)c1)C1CCN(C(=O)C2=CCCC2)CC1	·	-7	2
N#Cc1cccc(CN2CCN3C(C(=O)Nc4cccnc4)=COC3=NC2=O)c1	·	-5	-5
